# Screening data (PubChem)
# TEAD-YAP block: TEAD-YAP interaction inhibition; HEK-TIYL cells, TEAD-Gal4/YAP UAS-luciferase luminescence; inhibition, % at 9.12 µM; actives 1.4% (n = 640,000); in the data active = inhibition above about 32%;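 note: 0% = median of test compound wells and 100% = reference inhibitor wells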
# GPR151 ag: activators of human GPR151; Q8TDV0; PathHunter beta-arrestin GPR151 cells, luminescence; activation, % at 11.2 µM; actives 1% (n = 650,000); AID 1508602; in the data active = activation above about 4.9%;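 note: 0% = median of compound wells and 100% = cells with positive control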
# Target sequence (Q8TDV0 whole entry, looked up): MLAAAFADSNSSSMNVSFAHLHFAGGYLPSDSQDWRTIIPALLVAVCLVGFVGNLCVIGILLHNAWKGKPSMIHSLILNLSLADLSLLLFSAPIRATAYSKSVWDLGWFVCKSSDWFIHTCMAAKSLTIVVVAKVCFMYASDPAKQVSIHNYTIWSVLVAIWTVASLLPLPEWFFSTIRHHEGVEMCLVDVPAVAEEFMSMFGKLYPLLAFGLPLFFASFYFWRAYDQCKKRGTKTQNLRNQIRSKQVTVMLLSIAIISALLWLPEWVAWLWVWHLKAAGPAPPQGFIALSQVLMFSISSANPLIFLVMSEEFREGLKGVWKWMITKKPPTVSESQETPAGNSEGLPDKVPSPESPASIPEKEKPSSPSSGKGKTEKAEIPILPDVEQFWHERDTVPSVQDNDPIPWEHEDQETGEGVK
# FBW7 activator: human FBW7 E3 ligase activation, primary screen. Q969H0. AlphaScreen FBW7–phospho-cyclin E peptide binding, activator screen. normalized activity (activation), % at 26.1 µM. actives 0.13% (n = 650,000). AID 1259310; in the data active = normalized activity above about 1.9%;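 note: purified mutant Fbw7 with reduced substrate affinity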
# MITF primary: human MITF inhibition, primary screen. AlphaScreen MITF homodimerization, bead proximity signal. inhibition, % at 2.6 µM. actives 0.91% (n = 650,000); in the data active = inhibition above about 50%;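 note: 0% = vehicle wells with protein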
# Target sequence (O75030 whole entry, looked up): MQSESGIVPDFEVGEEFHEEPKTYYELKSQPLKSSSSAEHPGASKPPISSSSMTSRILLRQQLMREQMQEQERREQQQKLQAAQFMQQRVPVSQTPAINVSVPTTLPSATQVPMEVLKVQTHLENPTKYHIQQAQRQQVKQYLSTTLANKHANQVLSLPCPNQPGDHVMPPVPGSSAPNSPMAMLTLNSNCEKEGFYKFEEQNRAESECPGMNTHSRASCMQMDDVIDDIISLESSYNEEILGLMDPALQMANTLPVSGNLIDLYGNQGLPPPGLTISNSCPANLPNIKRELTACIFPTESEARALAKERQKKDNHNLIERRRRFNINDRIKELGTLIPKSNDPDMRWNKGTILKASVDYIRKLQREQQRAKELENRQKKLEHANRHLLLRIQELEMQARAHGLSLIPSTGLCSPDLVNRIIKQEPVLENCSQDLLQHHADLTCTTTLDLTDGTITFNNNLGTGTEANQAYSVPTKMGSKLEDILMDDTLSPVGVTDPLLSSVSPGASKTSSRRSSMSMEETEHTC
# * hit, by the source's call; x = no result given. This is a random part of the collection; about 3.4% have a hit in one of these screens.
molecule	TEAD-YAP block	GPR151 ag	FBW7 activator	MITF primary
Cc1cc(C)cc(NC(=S)N2CCC(N(C)CCN3CCOCC3)CC2)c1	5	0.4	0.2	14
CCCCN(C)c1ncnc2scc(-c3ccccc3)c12	-2	0.9	0.1	16
Cc1ccc2oc(-c3cc(NC(=O)c4ccco4)ccc3O)nc2c1	-8	0.0	0.1	12
COc1ccc(NC(=O)c2cc(S(=O)(=O)N3CCN(c4ccccc4)CC3)ccc2F)cc1	10	1.1	-0.1	-1
CC1CC2(C)Oc3ccccc3C3OCC1(COC(=O)NC1CCCCC1)C(C)C32 (stereo not given)	-1	2.9	1.0	23
CCNc1nc(NCc2cccc(C(F)(F)F)c2)c2ncn(CCN3CCCC3=O)c2n1	-2	-1.2	0.1	11
COc1ccc(CN2CCc3nnc(C(NS(C)(=O)=O)C(C)C)n3CC2)c(O)c1 (stereo not given)	-2	1.1	0.0	6
O=C(CCc1cccnc1)NCc1nnc2n1CCN(Cc1ccoc1)CC2	14	0.9	-0.2	3
O=C(O)/C=C/C(=O)Nc1ccc(Br)cc1F	4	0.3	0.0	-1
O=C(O)c1ccn(COc2ccc(Br)cc2)n1	-7	-0.5	0.7	-9
COC(=O)CNC(=O)CCc1n[nH]c(=S)[nH]c1=O	0	-0.8	-0.1	-3
COc1ccc(S(=O)(=O)N=C2C=C(Br)C(=O)C(Br)=C2)cc1	-8	-0.1	0.0	18
CCCOc1cccc(C(=O)Nc2nnn(CC)n2)c1	-44	1.2	-0.3	7
O=C(c1cc(F)c(F)cc1[N+](=O)[O-])N1CCCCC1	1	-0.3	-0.1	9
O=C(Cc1c[nH]c2ccccc12)NC1CCCC1	0	0.2	0.2	-1
Oc1ccc(CCNc2ccnc(Nc3ccc4ncccc4c3)n2)cc1	-4	3.2	-0.1	-1
O=C(NNC(=O)c1ccccc1)Oc1ccccc1	8	-0.2	0.2	14
COc1ccc(-c2cc(C(F)(F)F)nc(N)n2)cc1OC	-13	0.1	0.1	-4
CC1(C)CC(NC(=O)C(F)(F)F)C(NC(=O)C(F)(F)F)C(C)(C)N1 (stereo not given)	-6	-1.1	0.7	-6
Cc1ccc(-c2cc(N)n3nc(-c4ccc(C)cc4)cc3n2)cc1	-19	-0.2	0.1	-3
CC(C)n1c(C(=O)OCC(=O)NCc2ccc3c(c2)OCO3)cc2occc21	-6	-0.2	0.0	1
CCC(=O)Nc1ccccc1N1CCN(C(=O)CC)CC1	-2	0.1	0.1	-10
CC(=O)c1ccc(NC(=O)COc2ccccc2)cc1	-73	-0.2	-0.1	0
CCCOc1ccc(/C=C2\SC(=O)NC2=O)cc1	-37	0.6	-0.1	5
CC(=O)N1N=C(c2ccc(Br)cc2)OC12CCCC2	8	0.9	0.1	4
O=C1NC(=S)N/C1=C\c1ccccc1O	-14	2.8	0.2	1
CCOC(=O)N1CCC(NC(=O)c2cc(S(=O)(=O)N3CCOCC3)ccc2F)CC1	-6	-0.8	0.0	4
OC1CCC2OC1CCC2O (stereo not given)	3	-0.9	0.0	2
COc1ccccc1/C=C/C=C1/N=C(c2cccc([N+](=O)[O-])c2)OC1=O	8	1.7	0.1	6
CCCCc1ccc(NC(=O)CSc2nc(=O)n(Cc3ccncc3)c3c2CCC3)cc1	6	-1.0	1.0	11
Cc1cc(C)c(NC(=O)CCn2cccc2)c(C)c1	1	0.7	-0.1	0
Cn1c(SCc2nc3ccccc3n2CCO)nc2ccccc21	-11	-1.2	-0.7	-6
O=C(CNC(=S)N(Cc1ccccc1F)C1CCCCC1)NC1CCCCCCC1	11	-1.5	0.1	-5
O=C(N/N=C/c1ccc(F)cc1)[C@@H]1C[C@@H]1c1ccccc1	4	-0.4	0.2	5
Cc1cc(C)nc(N2CCC(CNC(=O)C3CCCC3)CC2)n1	15	0.1	0.1	-1
O=C1NC(=O)/C(=C/c2ccc3c(c2)OC(F)(F)O3)S1	x	0.1	x	2
O=C(Nc1cccc(C(F)(F)F)c1)C1CC(=O)N(c2ccccc2F)C1 (stereo not given)	10	-0.6	-0.2	10
O=C(C1=C(O)C(=O)N(Cc2ccco2)C1c1cccs1)c1cccs1 (stereo not given)	-6	-1.3	-0.3	-8
Cc1nc2ccccc2n1CC(=O)OC1CCOC1=O (stereo not given)	1	0.5	0.1	2
CCOc1ccc(C2C=C(c3ccc(Cl)cc3)Nc3nnnn32)cc1OC (stereo not given)	6	-0.1	0.1	3
Cc1cnc(C(=O)NCCn2nnn(-c3ccccc3)c2=O)cn1	3	2.9	-0.1	6
O=C(CCC(=O)c1ccc(Cl)cc1)OCc1nnc(-c2ccc([N+](=O)[O-])cc2)o1	4	-0.5	0.5	20
Cc1nc2sccn2c(=O)c1S(=O)(=O)Nc1ccc(F)cc1	1	0.9	-0.2	-1
O=C(NC(=O)C(F)(F)F)N1CCCc2ccccc21	7	1.9	-0.1	17
CC1CCN(c2nc3c(c(=O)n(Cc4ccccc4Cl)c(=O)n3C)n2C)CC1	7	-0.2	0.1	2
O=C(O)c1cc([N+](=O)[O-])[nH]n1	8	0.8	-0.1	14
CCCn1cc(S(=O)(=O)CC(=O)Nc2ccc(F)cc2)c2ccccc21	-2	1.3	0.2	4
N#Cc1c(-c2ccc(Br)cc2)cc(-c2ccccc2)[nH]c1=S	2	-0.4	0.0	12
CCN(CC)CCCNC(=O)c1sc2ncn(CC(=O)N3CCOCC3)c(=O)c2c1C	-8	-1.0	0.1	2
O=C(Nc1ccccc1)NC1(C(=O)NCc2cccs2)CCCCC1	10	0.6	0.3	10

# Next part:
molecule	TEAD-YAP block	GPR151 ag	FBW7 activator	MITF primary
Cc1ccc(F)cc1S(=O)(=O)N1CCC(c2nc(-c3ccsc3)no2)CC1	7	2.2	0.1	-6
CCOCC(=O)Nc1c(C)nc2c(C)cccn2c1=O	-5	0.0	-0.1	0
Cc1nc(CNC(=O)CC2C(=O)NCCN2Cc2ccc3ccccc3c2)sc1C (stereo not given)	1	1.0	-0.1	1
CCC[C@@H]1NC(=O)[C@H]2CN(Cc3ccc(C)c(C)c3)CCN2C1=O	-10	0.0	0.1	1
Cc1cc(C(=O)N2CCN(Cc3ccccc3)CC2)on1	-3	-0.3	1.9*	16
COc1ccc(NC(=O)c2ccccc2SC)cc1Cl	-30	0.8	-0.1	-11
CC(C)CCNC(=O)C(=O)NCc1ccc2c(c1)OCO2	8	2.1	0.0	10
CC(Oc1ccccc1)C(=O)Nc1ccc(-c2cn3ccccc3n2)cc1 (stereo not given)	-21	-4.4	0.9	13
CCn1c(SCC(=O)Nc2ccccc2F)nnc1-c1c[nH]c2ccccc12	8	0.2	0.1	13
CCN(CC)C(=O)C1CCCN(c2nc(NCc3ccccc3)c3ncn(Cc4ccc(C(F)(F)F)cc4)c3n2)C1 (stereo not given)	1	0.9	0.0	7
Cc1cccc2nc(-c3cccc(NC(=O)c4ccc([N+](=O)[O-])cc4)c3)cn12	-12	0.5	-0.1	2
O=[N+]([O-])c1ccc(O)cc1CN1CCCCC1c1cccnc1 (stereo not given)	10	2.2	0.0	7
CCOc1ccc(N(CC)S(=O)(=O)c2cccc3nonc23)cc1	1	-0.1	-0.1	2
c1ccc(CN2CCc3nc(N4CCCC4)nc(N4CCn5cnnc5C4)c3C2)cc1	-4	-0.3	0.0	1
CC(C)(C)NC(=O)c1cnn2c1NC(c1ccc3c(c1)OCO3)CC2C(F)(F)F (stereo not given)	-3	-0.6	0.1	-4
CC(=O)Nc1nc2ccc(F)cc2s1	0	-2.0	-0.1	18
CCOC(=O)CCn1ccc(=O)[nH]c1=O	3	-2.2	0.6	-7
COc1ccc(-c2cccc(C(=O)NCCCN3CCCC3=O)c2)cc1	-10	2.0	-0.1	-10
COc1ccccc1C(=O)N/C(=C/C=C/c1ccccc1)C(=O)NCc1ccccc1	6	1.0	0.1	7
COC(=O)c1sc(=S)n(-c2c(C)cccc2C)c1N	10	-0.6	-0.2	9
CCN(CC)S(=O)(=O)c1ccc(C(=O)Nc2nc3c(OC)cccc3s2)cc1	12	0.2	0.2	-4
Cc1cc(C)nc(SCC(=O)N2c3ccccc3-c3c(ssc3=S)C2(C)C)n1	8	1.4	-0.1	-4
Cn1c(=O)n(C)c2cc(NC(=O)CCc3ccccc3)c(Br)cc21	5	1.3	0.1	9
COCC(=O)Nc1nnc(SCC(=O)N2CCCCC2)s1	-2	-1.0	-0.1	-8
O=C1N[C@@H](CO)C(=O)N2CCN(Cc3cnn(-c4cccc(F)c4)c3)C[C@H]12	6	3.6	-0.2	2

# Additional structures
Molecule | TEAD-YAP block | GPR151 ag | FBW7 activator | MITF primary
Cc1cccc(-c2nc(Nc3cccc(O)c3)c3ccccc3n2)c1 | -5 | -0.2 | 0.2 | 6
CCOc1ccc2cc(C#N)c(SCC(=O)NC(C)CC)nc2c1 (stereo not given) | 0 | 0.3 | -0.2 | -4
COc1cccc(-c2cnnc(NCc3nnc4n3CCC4)n2)c1 | -1 | 1.3 | 0.0 | 9
O=C(CCc1ccccc1)Nc1ccnn1C1CCN(C2CCCCC2)CC1 | -5 | -0.1 | 0.0 | 10
Cc1n[nH]c(C)c1N1C(=O)c2cccc3cc([N+](=O)[O-])cc(c23)C1=O | -16 | 0.3 | 0.1 | -13
CC1=C(C(=O)Nc2ccccc2C)C(c2ccc(C(C)C)cc2)NC(=S)N1 (stereo not given) | -3 | 1.3 | -0.2 | -4
COc1ccccc1/C=N/Nc1nc(-c2cc3cccc(OC)c3oc2=O)cs1 | -11 | -0.6 | 0.5 | -3
COC(=O)c1ccccc1NC(=O)Cn1cnc2c(sc3cccc(F)c32)c1=O | 1 | -0.2 | 0.1 | 10

# Fetched by structure from the entries so far, 2 records:
Molecule | TEAD-YAP block | GPR151 ag | FBW7 activator | MITF primary
CCOc1ccc2cc(C#N)c(SCC(=O)NC(C)CC)nc2c1 (stereo not given) | 0 | 0.3 | -0.2 | -4
COc1cccc(-c2cnnc(NCc3nnc4n3CCC4)n2)c1 | -1 | 1.3 | 0.0 | 9

# Further entries:
Molecule | TEAD-YAP block | GPR151 ag | FBW7 activator | MITF primary
CN1C(=O)C(=Cc2ccc(-c3ccc(Cl)c(C(=O)O)c3)o2)C(=O)N(C)C1=O | -4 | 0.0 | 0.1 | 14
O=C(CN1N=C(c2ccccc2)CCC1=O)NCCN1CCN(c2ccccc2F)CC1 | 0 | -0.7 | 0.1 | 10
COc1ccc(/C=C2\CN(C)Cc3c2nc2ccccc2c3C(=O)O)cc1 | 4 | -0.1 | 0.0 | -5
Cc1cc(C)c(NC(=O)CN2CCC(n3nnc4ccccc43)CC2)c(C)c1 | 11 | 1.4 | -0.1 | 5
O=C(NCC1C2CC3CC(C2)CC1C3)c1ccc(CN2CCOCC2)[nH]c1=O (stereo not given) | 0 | 1.0 | 0.0 | 0
Fc1ccccc1CSc1nnc(-c2cnccn2)n1Cc1ccco1 | -34 | 9.9* | -0.3 | 3
OCCC1CN(Cc2ccc(Oc3ncccn3)cc2)CCN1CC1CCCCC1 (stereo not given) | 1 | 1.1 | 0.1 | -5
CCOC(=O)CC(=O)CSc1nc2c(sc(=S)n2-c2ccc(CC)cc2)c(=O)n1-c1ccc(OCC)cc1 | 2 | 2.5 | -0.1 | -6
O=C(Nc1nccs1)c1cc([N+](=O)[O-])ccc1Sc1ccccc1 | -8 | 1.6 | 0.1 | 18
CN1CCN(c2ccc(-c3cnc4c(NCC5CC5)nccn34)cn2)CC1 | -2 | 0.9 | -0.1 | 5
Cc1ccc(Cl)c(OCC(O)Cn2cnc3cc(C)c(C)cc32)c1 (stereo not given) | -1 | 0.7 | 0.1 | 10
Cc1ccc2occ(CN3CCc4nc(C)[nH]c(=O)c4C3)c(=O)c2c1 | -1 | -0.5 | 0.1 | 1
C=CCn1c(SCC(=O)Nc2ccc(C)cc2)nc2sc(CC)cc2c1=O | -1 | 0.6 | 0.1 | -5
CC1CCCC(N2CCN(Cc3ccco3)CC2)C1 (stereo not given) | -6 | -0.5 | -0.3 | 74*
CC(CCc1ccccc1)NC(=O)CSc1cccc[n+]1[O-] (stereo not given) | -8 | -2.1 | 0.4 | 6
Cc1c(Cl)cccc1NC(=O)CN1CC(=O)N2CCCC2C1=O (stereo not given) | 2 | -1.1 | 0.5 | 12

# Twelve compounds already listed, ordered by molar mass, high to low:
Molecule | TEAD-YAP block | GPR151 ag | FBW7 activator | MITF primary
COc1ccc(S(=O)(=O)N=C2C=C(Br)C(=O)C(Br)=C2)cc1 | -8 | -0.1 | 0.0 | 18
CC1CC2(C)Oc3ccccc3C3OCC1(COC(=O)NC1CCCCC1)C(C)C32 (stereo not given) | -1 | 2.9 | 1.0 | 23
CCn1c(SCC(=O)Nc2ccccc2F)nnc1-c1c[nH]c2ccccc12 | 8 | 0.2 | 0.1 | 13
CC(C)n1c(C(=O)OCC(=O)NCc2ccc3c(c2)OCO3)cc2occc21 | -6 | -0.2 | 0.0 | 1
Cc1cccc2nc(-c3cccc(NC(=O)c4ccc([N+](=O)[O-])cc4)c3)cn12 | -12 | 0.5 | -0.1 | 2
Cc1cccc(-c2nc(Nc3cccc(O)c3)c3ccccc3n2)c1 | -5 | -0.2 | 0.2 | 6
COc1cccc(-c2cnnc(NCc3nnc4n3CCC4)n2)c1 | -1 | 1.3 | 0.0 | 9
O=C(O)c1ccn(COc2ccc(Br)cc2)n1 | -7 | -0.5 | 0.7 | -9
Cc1nc2ccccc2n1CC(=O)OC1CCOC1=O (stereo not given) | 1 | 0.5 | 0.1 | 2
O=C(NC(=O)C(F)(F)F)N1CCCc2ccccc21 | 7 | 1.9 | -0.1 | 17
CCCOc1ccc(/C=C2\SC(=O)NC2=O)cc1 | -37 | 0.6 | -0.1 | 5
O=C(O)c1cc([N+](=O)[O-])[nH]n1 | 8 | 0.8 | -0.1 | 14
